# Shiga toxin inh = Shiga toxin inhibition | Vero cells, Shiga toxin protein synthesis inhibition reporter | inhibition, % at 38.7 µM | hit rate 9.2% among 290,000 | AID 2315; in the data active means inhibition mostly above about 28%, no sharp cut-off; inactive means mostly below about 43%; further: 0% is about no effect
# Pf growth 96h = P. falciparum growth inhibition at 96 hours. hit rate 6.9% among 320,000. AID 504834. P. falciparum luciferase reporter growth, 96 h. Potency, µM (highest dose often 28.7 µM), without a hit: at the highest dose activity change, negative = inhibition, hits mostly inhibitors; further: potency means the concentration at half of the fitted maximal effect; on the % scale 0 is the no-effect control and ±100 the full control effect
#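 Parasite growth measured via integrated firefly luciferase reporter in P. falciparum. Infected erythrocytes at 2% hematocrit, 0.05% parasitemia final were treated 96 hours at 37 C under 5% CO2, and luminescence was read.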
# FBPA Giardia inh = blocks Giardia fructose-bisphosphate aldolase activity; A8B2U2; Potency, µM (top dose mostly 59.6 µM), without a hit: at the highest dose activity, negative = inhibition, actives largely listed as inhibitors; AID 2451; purified Giardia FBPA; hit rate 0.71% among 290,000; further: potency means the concentration at half of the fitted maximal effect; on the % scale 0 is the no-effect control and ±100 the full control effect; nearly all actives have a fitted effect of over 55% in size
# Target sequence (A8B2U2 whole entry, looked up): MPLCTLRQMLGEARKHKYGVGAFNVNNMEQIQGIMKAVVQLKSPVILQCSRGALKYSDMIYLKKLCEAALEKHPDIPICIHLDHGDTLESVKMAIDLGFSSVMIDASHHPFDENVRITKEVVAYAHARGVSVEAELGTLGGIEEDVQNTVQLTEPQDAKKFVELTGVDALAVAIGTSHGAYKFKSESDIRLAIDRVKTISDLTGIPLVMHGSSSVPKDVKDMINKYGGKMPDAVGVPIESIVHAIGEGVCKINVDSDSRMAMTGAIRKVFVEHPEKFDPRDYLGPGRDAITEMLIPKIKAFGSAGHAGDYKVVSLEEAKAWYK
#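 40 nM FBPA preincubated 10 min at RT with compound (up to 57.5 uM final), then substrate plus GAPDH/TPI/NAD/arsenate coupling and diaphorase/resazurin added. Fluorescence read after 20 min at RT, 525/598 nm.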
# HCV inhibitor = inhibitors of hepatitis C virus infection; Huh7.5.1 HCVcc-Cre infection, luciferase reporter, 44 h; Potency, µM (doses to about 41.8 µM), for inactives: at the top dose activity change, negative = inhibition, most hits filed as inhibitors; hit rate 3.4% among 340,000; further: potency means the concentration at half of the fitted maximal effect; on the % scale 0 is the no-effect control and ±100 the full control effect
#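 Luciferase read-out (15 sec integration) after a 15 min room-temperature substrate step quantifies HCVcc-Cre infection. Cells, 1,000 per well, had compound added 4 h post-plating, then virus at ~0.5 moi, and were cultured 44 h.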
# Pf growth 48h = P. falciparum growth inhibition at 48 hours (one generation); hit rate 5.9% among 310,000; AID 504832; Potency, µM (top dose mostly 28.7 µM), without a hit: at the highest dose activity change, negative = inhibition, usual class: inhibitors; P. falciparum luciferase growth in erythrocytes, 48 h; further: potency means the concentration at half of the fitted maximal effect; on the % scale 0 is the no-effect control and ±100 the full control effect
#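 First compound was added to culture medium, then infected red cells at 0.1% parasitemia and 2% hematocrit (final). After incubation at 37 C under 5% CO2, luciferase detection reagent was dispensed and light output recorded.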
# Cycloheximide cs = counter-screen hit for Shiga toxin inhibitors, cycloheximide; cell reporter, cycloheximide protein synthesis inhibition counterscreen; max response, %; hit rate 12% among 300,000; AID 2314; in the data active means max response mostly above about 13%, no sharp cut-off; inactive means mostly below about 14%; further: read at 38.3 µM for the half of the compounds with a filed dose; 0% is about no effect
# An asterisk follows results filed as active; ? = inconclusive; · = not tested or not shown; [ ] = another dose, or the depositor's remark. Unless noted, the call rests on the fitted dose curve; in most records, active means well fitted curve in the direction sought with a large enough effect; inconclusive means small, poorly fitted or top-dose-only effect, or another doubt; inactive means no such curve, though single readings can be large; an effect the other way counts as inactive or inconclusive.
SMILES,Shiga toxin inh,Pf growth 96h,FBPA Giardia inh,HCV inhibitor,Pf growth 48h,Cycloheximide cs
Cc1ccc(S(=O)(=O)N(C)C)cc1NC(=O)COC(=O)/C=C/c1ccc2c(c1)OCO2,40,?,1%,-6%,5%,17*
CCCNC(=O)C(C)n1c2ccccc2c2nc(=O)cc(C)n21 (configuration not stated),-19,30%,-1%,·,·,-4
Cc1ccc(NC(=O)CCC(=O)N/N=C/c2ccc([N+](=O)[O-])o2)cc1C,-5,1.9µM*,-9%,?,7.4µM*,-2
Cc1cccc(CN2CCc3c([nH]c4ccccc34)C2)c1,-4,23%,?,-27%,1%,-3
Cc1cc(C)cc(N(C(=O)CCC(=O)Nc2cc(C)on2)C(C(=O)NC2CCCC2)c2ccco2)c1 (configuration not stated),12,13%,2%,?,?,-7
O=C(O)c1ccc(Cl)c(NC(=S)NC(=O)c2cccc(COc3ccccc3)c2)c1,-4,31%[activator],?,-27%,-14%,-3
COc1cc(OC)c(-c2nnc(-c3ccc(OC)c(OC)c3OC)o2)cc1OC,-11,-26%,0%,?,?,-1
Cc1cccc(COC[C@H](Cc2ccccc2)N2CCN(C(=O)c3cccc(Cl)c3)CCC2=O)c1,-8,·,-1%,·,·,0
CC(=O)c1cc2c(cc1NC(=O)CCNC(=O)c1ccccc1Cl)OCO2,15,-11%,1%,-9%,3%,2
CCCCNC(=O)N1CCc2ccccc2C1,14,-16%,3%,12%,8%,3
COc1cccc(N2CCN(C(=O)c3ccc(-c4ccccc4)cc3)CC2)c1,1,?,·,1%,16%,1
CN1CCN(CC(=O)N2c3ccccc3C(C)(c3ccc(Cl)cc3)CC2(C)C)CC1 (configuration not stated),-19,?,0%,-29%,·,-5
O=S(=O)(NCc1ccc(Cl)cc1)c1cccc2cccnc12,19,16%,-9%,16%,7%,9
CCOc1ccc(N(C)S(=O)(=O)c2ccc(C)c(C(=O)NCCc3ccc(OC)cc3)c2)cc1,·,?,·,?,?,·
COc1ccc(C(=S)N2CCCCCC2)cc1,14,-22%,0%,5%,25%,-3
Cc1nc(S(=O)(=O)c2ccc(Br)cc2)nc2c1CCC2,3,-9%,6%,8%,-12%,-4
CN(CC(=O)Nc1ccncc1)S(=O)(=O)c1ccccc1,2,40%[activator],4%,7%,-1%,1
CC12CC(NC(=O)N1c1cccc(C(=O)NCc3ccc4c(c3)OCO4)c1)c1cc(Cl)ccc1O2 (configuration not stated),-13,?,-2%,25µM*,·,-3
Cc1onc(-c2ccccc2Cl)c1C(=O)Nc1nc2ccc(S(C)(=O)=O)cc2s1,3,60%[activator],-2%,7%,-27%,-2
CCOC(=O)c1c(C)c(C(=O)Nc2ccc3c(c2)OCCO3)c(C)n1C,55*,40%[activator],-8%,?,?,22*
CCCCNC(=O)CN1C(=O)c2cccc(N)c2C1=O,12,48%[activator],6%,12%,31%[activator],6
O=C(CSc1ncn[nH]1)Nc1ccccc1Sc1ccccc1,-16,?,-16%,?,·,-4
CCOC(=O)c1cnn(-c2ccccc2)c1NC(=O)CN1CCOCC1,-2,-1%,1%,13%,29%,-1
O=C1CCCN1C(=O)c1cncc(Br)c1,-4,·,12%,17%,·,9
CSc1ncc(CO)n1Cc1ccccc1,-13,?,2%,-9%,-10%,8
COc1ccc(OC)c(S(=O)(=O)N(C(C)=O)c2ccc3oc(=O)sc3c2)c1,3,?,-9%,15%,18%,-6
CCN(CC)S(=O)(=O)c1cc(C(=O)Oc2cccc(-c3cnc4ccccc4n3)c2)ccc1OC,-5,96%[activator],0%,?,241%[activator],9
CCOc1ccc(-n2c(C)cc(/C=N\NC(=O)CC(=O)NC3CCCCC3)c2C)cc1,-11,-2%,-9%,-11%,2%,3
CCCNC(=O)NC(=O)CSc1ncc(C(F)(F)F)cc1Cl,28,·,1%,5%,9%,-4
CC(C)(C)OC(=O)NCC1CCN(S(=O)(=O)Cc2ccccc2)CC1,7,?,5%,5%,36%,-2
COc1ccc(C(C)=O)c(Oc2ccc(S(=O)(=O)N3CCOCC3)cn2)c1,·,?,·,-1%,8.3µM*,·
COc1ccc(NC(=O)CSc2nc3ccccc3c(=O)n2CCNC(C)=O)cc1,-6,20%,4%,-6%,?,-4
Cc1ccc(N)cc1NC(=O)CN1CCOCC1,-3,?,-6%,11%,10%,-2
COc1cc(C)ccc1S(=O)(=O)N1CCN(C23CC4CC(CC(C4)C2)C3)CC1,-15,·,7%,?,-25%,1
COC(=O)c1[nH]c2ccccc2c1NC(=O)CNC1CCCCC1,5,-20%,5%,?,-15%,-2
CCOc1cc(NC(=O)c2cnccn2)c(OCC)cc1NC(=O)c1cccc(F)c1,-17,5%,4%,·,13%,-1
Cc1ccc(C(=O)O/N=C/c2ccc3c(c2)OCO3)cc1,42,-1%,2%,32%[activator],36%[activator],12
O=C(COC(=O)c1cc(S(=O)(=O)N2CCOCC2)c(Cl)cc1Cl)NC1CC1,·,?,·,?,5%,·
COCC(=O)N1CCC(Oc2ccc(C(=O)NCCCn3cccn3)cc2)CC1,-2,22%,·,8%,-28%,3
COc1ccc(C(=O)NCC2CCCN2S(=O)(=O)c2cccs2)cc1OC (configuration not stated),·,-5%,·,-3%,?,·
CC1CCCN(C2=C(NS(=O)(=O)c3ccc(Cl)cc3)C(=O)c3ccccc3C2=O)C1 (configuration not stated),40*,12µM*,?,-7%,?,22*
Cc1c(C)n(CCC#N)c2ccccc12,-6,-8%,-3%,15%,-17%,-5
CC(C)C[C@H](NC(=O)OC(C)(C)C)C(=O)N1CCC(C(=O)N[C@@H](Cc2ccccc2)C(=O)O)CC1,-10,127%[activator],4%,3%,-19%,-3
O=C1CSC(c2cccs2)N1c1ccccc1 (configuration not stated),-6,7.4µM*,0%,4%,6%,-1
CCCCCSc1nc(O)cc(=O)[nH]1,-7,140%[activator],18%,8%,4%,-1
COC(=O)c1ccc(NC(=O)c2ccccc2N(C)S(C)(=O)=O)cc1,15,?,-1%,10%,-2%,-1
CCCNC(=O)CSCc1nc(-c2ccc(SC)cc2)oc1C,35,?,2%,?,-4%,26*
CN(Cc1ccccc1)C(=S)NC(=O)c1ccccc1,-9,-14%,-21%,8%,-12%,-1
O=C(NCc1csc(-c2ccccc2)n1)c1ccco1,60*,100%[activator],3%,-17%,·,27*
Cc1cccc(C)c1NC(=O)CNC(=O)c1cccc(S(=O)(=O)NCc2cccs2)c1,·,-26%,·,-4%,-13%,·
COc1ccccc1NC(=O)CN(c1ccccc1OC)S(=O)(=O)c1ccccc1,-1,1%,-12%,?,?,-2
Cc1ccccc1NCC(=O)N=Nc1c(O)[nH]c2ccc([N+](=O)[O-])cc12,21,?,-24%,-22%,?,1
CN(C)S(=O)(=O)c1ccc2c(c1)nc(CCC(=O)NCc1ccc(Cl)cc1)n2C,-5,?,1%,-11%,-40%[1.15 µM],-8
CCOC(=O)[C@H]1[C@H]2COc3cc(OC)ccc3[C@@H]2N2C(=O)c3cc(OC)ccc3NC(=O)[C@@]12C,·,6.6µM*,·,?,1.3µM*,·
COc1ccc2ccccc2c1CN1CCSCC1,5,-11%,?,2%,-13%,0
O=C(Nc1ncc(Cc2cccc(Cl)c2Cl)s1)C1CCCO1 (configuration not stated),101*,8%,-5%,7%,68%[activator],47*
COc1ccc(-c2cc(C(F)F)n3ncc(C(=O)N4CCCc5ccccc54)c3n2)cc1,17,-9%,1%,-17%,-12%,22
Clc1ccc(OCc2cnc(Cl)s2)cc1,49,70%[activator],1%,7%,40%[activator],26*
CCn1c(CNC(=O)c2cccc(C)c2)nc2ccccc21,-2,0%,3%,-12%,-2%,-2
Cc1ccc2sc(C)[n+](CCC(C)S(=O)(=O)[O-])c2c1 (configuration not stated),-9,-20%,-3%,43%[activator],14%,0

# Overlap with the part before: 5 entries, followed by the next part.
SMILES,Shiga toxin inh,Pf growth 96h,FBPA Giardia inh,HCV inhibitor,Pf growth 48h,Cycloheximide cs
O=C(Nc1ncc(Cc2cccc(Cl)c2Cl)s1)C1CCCO1 (configuration not stated),101*,8%,-5%,7%,68%[activator],47*
COc1ccc(-c2cc(C(F)F)n3ncc(C(=O)N4CCCc5ccccc54)c3n2)cc1,17,-9%,1%,-17%,-12%,22
Clc1ccc(OCc2cnc(Cl)s2)cc1,49,70%[activator],1%,7%,40%[activator],26*
CCn1c(CNC(=O)c2cccc(C)c2)nc2ccccc21,-2,0%,3%,-12%,-2%,-2
Cc1ccc2sc(C)[n+](CCC(C)S(=O)(=O)[O-])c2c1 (configuration not stated),-9,-20%,-3%,43%[activator],14%,0
Cc1[nH]c2ccc(OC(F)(F)F)cc2c1CCN1C(=O)c2ccc(C(=O)O)cc2C1=O,-4,13%,12%,13%,-25%,-1
C=C(C)Cn1c(SCC(=O)N/N=C/c2ccccc2OCC(=O)O)nnc1-c1ccc(Br)cc1,-10,6%,6%,10%,26%,0
N#Cc1cnn(-c2nc(SCc3ccccc3)nc3sc4c(c23)CCCC4)c1N,-13,?,-3%,0%,13%,-2
Cc1cc(C)nc(SCCn2c(N3CC(C)OC(C)C3)nc3c2c(=O)n(C)c(=O)n3C)n1 (configuration not stated),-6,20%,1%,14%,-6%,-5
CCS(=O)(=O)c1ncc(Cl)c(C(=O)Nc2ccc(C)cc2)n1,-12,0%,10%,?,15%,-4
CN(C)C1=NC[C@H](Cc2ccccc2)N1CC1CCC(C(C)(C)C)CC1 (some centres not stated),-3,?,0%,24%,?,2
O=C1CCCc2nc3c(cc21)C(O)Oc1ccccc1-3 (configuration not stated),18,-3%,-2%,6%,38%[activator],8
O=c1c2[nH]c3ccc(F)cc3c2ncn1CCN1CCN(Cc2ccccc2)CC1,3,?,2%,19%,13%,-2
CC(C)NC(=O)CSc1nc(Cc2cccs2)nc2ccccc12,-6,?,·,-26%,?,1
Cc1cc(OC(C)C(=O)NCC(O)c2ccccc2)c2c3c(c(=O)oc2c1)CCCC3 (configuration not stated),14,?,0%,?,?,1
Cn1nc(C(=O)Nc2cccc(S(=O)(=O)N3CCOCC3)c2)c2ccccc2c1=O,·,-5%,·,?,?,·
Cn1c(CNC(=O)CCNC(=O)c2ccccc2)cc(=O)n(C)c1=O,-10,42%[activator],-1%,-30%,29%,1
Cc1cccc(-n2c(O)c(C=Nc3ccccc3N)c(=O)[nH]c2=O)c1,57*,-3%,8%,0%,47%[activator],39*
O=C(Oc1cccc(-n2cnnn2)c1)C1CCCCC1,-25,?,3%,-17%,9%,-4
O=C(Cn1nc(-c2ccc3c(c2)OCCO3)ccc1=O)Nc1ccc(N2CCOCC2)cc1,-9,·,-20%,·,23%,-3
CC(=O)c1cccc(S(=O)(=O)Nc2ccc3nc(C)sc3c2)c1,23,-2%,9%,-19%,3%,-2
Cc1ccccc1C(=O)NC1CCN(CC(=O)Nc2ccccc2Cl)CC1,-9,0.93µM*,-8%,?,-13%,-1
Cc1ccccc1-c1nc(CS(=O)(=O)CC(=O)NCCc2ccccc2)c(C)o1,-10,?,0%,-14%,8%,-5
CCn1c(COc2cccc(OC)c2)nnc1SCC(=O)Nc1ccccc1C(=O)OC,-15,·,0%,?,?,-3
NC(=O)NC(=O)COC(=O)/C=C/c1cccc(Br)c1,-14,24%,4%,8%,12%,-1
CN(C)C(=O)COC(=O)c1cccc(S(=O)(=O)N2CC3(C)CC2CC(C)(C)C3)c1 (configuration not stated),·,-7%,·,7%,?,·

# Some of the entries so far, with values under each structure:
# Values run as follows: Shiga toxin inh | Pf growth 96h | FBPA Giardia inh | HCV inhibitor | Pf growth 48h | Cycloheximide cs
> Cc1cccc(-n2c(O)c(C=Nc3ccccc3N)c(=O)[nH]c2=O)c1
→ 57* | -3% | 8% | 0% | 47%[activator] | 39*
> O=C(Oc1cccc(-n2cnnn2)c1)C1CCCCC1
→ -25 | ? | 3% | -17% | 9% | -4

# Screens from PubChem.
